Compound activity: PubChem BioAssay, National Center for Advancing Translational Sciences (NCATS)
p53 reactivation – mutant p53 re-activation in reporter cells; 0.063% of 320,000 active; Potency, µM (doses to about 92.2 µM), inactives show at the top dose activity change, positive = activation, usual class: activators; H1299 p53-A138V BP100-luciferase reporter, luminescence, 24 h; further: potency means the concentration at half of the fitted maximal effect; % of control where 0% means no effect; nearly all actives have a fitted effect of over 45% in size
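H1299 (p53-null), stable ts p53-A138V + BP100-Luc; 1000 cells/well, Opti-MEM/10% FBS; cpd 4 pt, 1:5; 24 h, 37 deg C, 5% CO2; detection reagent 10 min RT; luminescence.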
RORg inh – ROR gamma (mouse) transcription inhibition. P51450. Drosophila S2 Gal4-RORgamma UAS-luciferase reporter, 20 h. Potency, µM (top dose mostly 53.6 µM), for the others: at the top dose activity change, negative = inhibition, hits mostly inhibitors. 5.4% of 310,000 active. AID 2551; further: potency means the concentration at half of the fitted maximal effect; on the % scale 0 is the no-effect control and ±100 the full control effect; nearly all actives have a fitted effect of over 60% in size
Target sequence (P51450 whole entry, looked up, the tested form may be a part): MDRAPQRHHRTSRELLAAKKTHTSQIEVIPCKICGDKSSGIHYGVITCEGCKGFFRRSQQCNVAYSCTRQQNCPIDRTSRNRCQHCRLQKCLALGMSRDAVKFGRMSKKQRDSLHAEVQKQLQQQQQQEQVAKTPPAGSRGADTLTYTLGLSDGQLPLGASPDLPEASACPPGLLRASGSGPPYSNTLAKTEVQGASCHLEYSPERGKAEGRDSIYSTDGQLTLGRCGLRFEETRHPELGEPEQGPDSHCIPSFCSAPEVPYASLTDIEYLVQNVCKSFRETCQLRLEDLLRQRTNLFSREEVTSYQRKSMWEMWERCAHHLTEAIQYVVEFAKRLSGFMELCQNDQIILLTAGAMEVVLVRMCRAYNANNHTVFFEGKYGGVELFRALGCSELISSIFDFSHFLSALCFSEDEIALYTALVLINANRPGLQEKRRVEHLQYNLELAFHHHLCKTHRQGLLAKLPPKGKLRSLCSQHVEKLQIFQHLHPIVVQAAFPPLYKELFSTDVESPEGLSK
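In this cell-based reporter format, copper sulfate (700 uM final) drives Gal4–ROR gamma fusion expression from a metallothionein promoter in Drosophila Schneider cells; compounds preincubated 1 hr, reporter read after 20 hr at ambient temperature.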
FLuc counter – inhibits or activates purified firefly luciferase, miR-21 counter-screen. purified FLuc, Km substrates, luminescence inhibition. 6.9% of 360,000 active. P08659. Potency, µM (top dose mostly 57.5 µM), for the others: at the top dose activity change, negative = inhibition, hits mostly inhibitors;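 further: potency means the concentration at half of the fitted maximal effect; plate controls were vehicle for no effect and reference inhibitor for full effect; nearly all actives have a fitted effect of over 55% in size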
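Purified P. pyralis luciferase (10nM final) with 10uM D-luciferin and 10uM ATP (Km levels) in 50mM Tris acetate pH 7.5, 10mM Mg acetate, 0.01% Tween-20, 0.05% BSA; qHTS 6-point titration, ~60 µM downward; luminescence read.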
BRCA1 expr act – BRCA1 expression activation; MCF7-BRCA1-FFLuc reporter, luminescence, 48 h; response scale: scaled: vehicle 0%, 10 µM genistein 100%; Potency, µM (top dose mostly 46.1 µM), without a hit: top-dose activation, actives largely listed as activators; 1.1% of 380,000 active; AID 624202; further: potency means the concentration at half of the fitted maximal effect; nearly all actives have a fitted effect of over 80% in size; some results filed as inactive show a strong effect at the top dose
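MCF7-BRCA1-FFLuc cells, 2000/well in phenol-red-free MEM, attached 2 h then treated 48 h at 37 C. Luciferase luminescence read 15 min after reagent; normalized to genistein maximum activation (10microM) and DMSO, concentration-response fitted.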
NPC1 promoter act – NPC1 promoter activation. 2.4% of 320,000 active. Potency, µM (titrated, usually from 9.22 µM), for inactives: top-dose activation, most hits filed as activators. Huh7 NPC1 promoter luciferase reporter, 24 h. AID 485313;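 further: potency means the concentration at half of the fitted maximal effect; % of control where 0% means no effect; nearly all actives have a fitted effect of over 60% in size; reporter is driven by a mutant NPC1 promoter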
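Luminescence from an NPC1 promoter-driven luciferase reporter in stably transfected Huh7 cells was measured after 24 h compound treatment at 37 °C, followed by 10 min ambient incubation with luciferase detection reagent.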
ELG1 genotox – induces genotoxicity in HEK293T cells with luciferase-tagged ELG1; 1.3% of 330,000 active; Potency, µM (top dose mostly 46 µM), without a hit: top-dose activity change, positive = activation, actives largely listed as activators; HEK293T ELG1-luciferase reporter, luminescence, 16 h; further: potency means the concentration at half of the fitted maximal effect; % of control where 0% means no effect; nearly all actives have a fitted effect of over 60% in size
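Screening used a luciferase reporter fused to human ELG1 in HEK293T cells. Luminescence was read on a CCD plate imager after 16 hr exposure and 30 min ONE-Glo incubation.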
PKM2 activator – PKM2 (human) enzyme activation | 0.34% of 260,000 active | AID 1631 | Potency, µM (doses to about 57.5 µM), for inactives: top-dose activation, most hits filed as activators | purified PKM2, Kinase-Glo ATP luminescence, activation; response scale: 0% is enzyme alone, no compound; further: potency means the concentration at half of the fitted maximal effect; on the % scale 0 is the no-effect control and ±100 the full control effect; nearly all actives have a fitted effect of over 55% in size
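Purified hPK-M2 (>95% pure) converted ADP (0.1 mM final) to ATP with 0.5 mM PEP in 50 mM imidazole pH7.2, KCl, MgCl2, Tween 20, BSA; 1 h at room temperature. ATP detected by Kinase-Glo luminescence.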
VP16 counter – Gal4-VP16 reporter inhibition counter-screen; AID 2546; Drosophila S2 Gal4-VP16 UAS-luciferase, luminescence, 20 h; Potency, µM (highest dose often 53.6 µM), inactives show at the highest dose activity, negative = inhibition, actives largely listed as inhibitors; 3.5% of 310,000 active;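 further: Gal4-VP16 expression switched on by copper sulfate through the metallothionein promoter; potency means the concentration at half of the fitted maximal effect; on the % scale 0 is the no-effect control and ±100 the full control effect; nearly all actives have a fitted effect of over 50% in size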
Rab9 prom act – activates the Rab9 promoter. Huh7 Rab9 promoter-luciferase reporter, luminescence, 24 h. Potency, µM (top dose mostly 9.22 µM), for inactives: at the highest dose activation, negative = inhibition, usual class: activators. 2.8% of 320,000 active. AID 485297; further: potency means the concentration at half of the fitted maximal effect; % of control where 0% means no effect; nearly all actives have a fitted effect of over 60% in size
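Huh7 reporter line, Rab9 promoter upstream of luciferase. Compound exposure 24 h at 37 °C in reduced-serum medium with 10% FBS. Read-out: luminescence.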
Giardia killer – kills Giardia lamblia | activity change, % at 7.66 µM, hits read low | 0.15% of 340,000 active | AID 540267 | Giardia lamblia trophozoite viability; in the data active means activity change below about -80%; inconclusive means between about -30% and that limit;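 further: parasites exposed to compound for two days anaerobically before the ATP read; on the % scale 0 is the no-effect control and ±100 the full control effect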
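Viability, read as ATP luminescence: trophozoites at 100 cells/well, compound added, 48 hrs anaerobic at 37 deg C, then 15-30 min room-temperature development before reading.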
Menin-MLL TR inh – displaces Texas Red mutant MLL peptide from human menin. 0.23% of 270,000 active. AID 1768. Potency, µM (highest dose often 61.6 µM), for inactives: at the highest dose FP activity change, negative = inhibition, most hits filed as inhibitors. O00255. Menin + Texas Red MLL mutant peptide, fluorescence polarization; active means well fitted inhibition curve with a large enough effect in the polarisation, with a control signal flat, not every such curve was filed as active; inconclusive means small, poorly fitted or top-dose-only effect, or effect the other way, or a change in a side signal; inactive means no such curve, though single readings can be large or run the other way; the % refers to the polarisation; further: potency means the concentration at half of the fitted maximal effect; % of control where 0% means no effect; many of its hits are not listed in these tables
Target sequence (O00255 whole entry, looked up): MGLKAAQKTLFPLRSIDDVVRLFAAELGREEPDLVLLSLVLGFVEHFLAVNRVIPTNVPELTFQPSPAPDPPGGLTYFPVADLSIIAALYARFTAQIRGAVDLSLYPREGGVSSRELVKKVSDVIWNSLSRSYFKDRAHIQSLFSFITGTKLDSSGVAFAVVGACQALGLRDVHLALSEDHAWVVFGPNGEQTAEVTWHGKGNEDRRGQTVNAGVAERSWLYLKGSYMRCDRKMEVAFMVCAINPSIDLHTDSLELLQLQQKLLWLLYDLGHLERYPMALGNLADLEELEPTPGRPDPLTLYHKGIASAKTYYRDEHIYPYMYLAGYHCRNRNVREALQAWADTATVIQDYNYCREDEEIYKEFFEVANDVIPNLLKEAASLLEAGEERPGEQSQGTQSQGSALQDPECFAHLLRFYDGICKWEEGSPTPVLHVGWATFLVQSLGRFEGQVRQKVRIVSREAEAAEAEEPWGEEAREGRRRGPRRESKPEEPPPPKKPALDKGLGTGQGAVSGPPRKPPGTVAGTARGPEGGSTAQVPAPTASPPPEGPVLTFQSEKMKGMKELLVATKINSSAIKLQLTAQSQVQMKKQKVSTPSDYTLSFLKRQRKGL
* marks the source's active call; other numbers are inactive results; ? = inconclusive; nt = no result given; [ ] = remark or other dose. Unless noted, the call rests on the fitted dose curve; in most records, active means well fitted curve in the direction sought with a large enough effect; inconclusive means small, poorly fitted or top-dose-only effect, or another doubt; inactive means no such curve, though single readings can be large; an effect the other way counts as inactive or inconclusive.

SMILES | p53 reactivation | RORg inh | FLuc counter | BRCA1 expr act | NPC1 promoter act | ELG1 genotox | PKM2 activator | VP16 counter | Rab9 prom act | Giardia killer | Menin-MLL TR inh
O=C1N/C(=C/c2ccc(N3CCOCC3)cc2)C(=O)N1Cc1ccc(F)cc1 | 1% | -26% | -1% | -38% | -3% | 8% | -1% | -16% | 6% | 7 | 96%[activator]
Cn1c2c(c(=O)n(C)c1=O)CN(CC1CCCO1)CN2 (centres undefined) | -1% | 6% | 3% | 6% | 4% | 2% | -3% | 3% | 3% | -20 | 1%
COc1cc(NC(=O)c2ccc([N+](=O)[O-])cc2)ccc1NC(=O)C(C)C | -1% | 8% | 4% | -22% | -4% | 6% | -4% | -14% | 4% | -16 | 19%
[O-]C1=N/[N+](=C/c2ccc(Cl)c(Cl)c2)CC1 | 2% | 15% | 1% | 0% | -5% | 0% | -1% | 4% | -3% | -17 | 3%
COc1ccccc1C(=O)COC(=O)C1CCN(S(=O)(=O)c2ccc(C)c(C)c2)CC1 | 10% | nt | 1% | -19% | -4% | -2% | nt | nt | 0% | 2 | nt
Cc1ccc(C(CC(=O)N2CCNCC2)c2ccccc2)c(O)c1C (centres undefined) | 3% | 1% | 2% | 3% | 2% | -3% | nt | 4% | -2% | 10 | -22%
Cc1cccc(NC(=O)CSc2nnc(C)c(=O)n2N)c1 | -3% | 6% | -3% | -11% | 0% | 2% | 28% | -2% | -3% | 7 | -13%
COc1ccccc1-c1ccc(SCc2ccccc2F)nn1 | 22% | ? | 13µM* | -3% | 27% | 18% | -4% | 2% | ? | 15 | 2%
Cc1cccc(CCN(C(=O)Cc2cccs2)C(C(=O)NC2CCCCC2)c2cccnc2)c1 (centres undefined) | 1% | 14% | 4% | 8% | -3% | -3% | 2% | ? | -4% | -19 | -27%
O=C(O)c1cccnc1SCc1ccccc1Cl | 6% | 2% | ? | 18% | 0% | 2% | 13% | -5% | -6% | -14 | 30%[activator]
Clc1ccc(-c2csc(N3CCC(c4ccccc4)C3)n2)cc1 (centres undefined) | ? | -32% | 2.7µM* | ? | 3.5µM* | ? | -1% | 19% | 3.5µM* | -20 | -12%
CCN(c1ccccc1)S(=O)(=O)c1cccc(C(=O)Nc2ccc(C)cn2)c1 | -3% | -16% | 0% | -31% | -4% | -11% | 2% | 3% | 0% | -4 | nt
CSC1=N/C(=C\c2ccccc2C)C(=O)S1 | -8% | 11% | -6% | -18% | 4% | -5% | 2% | -20% | 1% | 23 | -1%
CC(=O)c1c(C)[nH]c(C(=O)NCc2cccs2)c1C | -5% | ? | -6% | 1% | 1% | -1% | 6% | ? | -7% | -8 | -19%
COc1cc(C(=O)OCC(=O)Nc2c(F)c(F)c(F)c(F)c2F)cc(OC)c1OC | -4% | 1% | 0% | 16% | 0% | 3% | 2% | 0% | 15% | -9 | 7%
O=C(NC1CCCC1)C(NS(=O)(=O)c1cccc2nsnc12)c1ccccc1 (centres undefined) | -2% | 2% | 5% | -1% | -4% | -2% | 3% | 3% | -6% | -7 | 16%
COc1cccc(CNC(=O)CN2C(=O)NC(c3ccccc3)(c3ccccc3)C2=O)c1 | -4% | nt | 5% | -3% | 1% | 1% | nt | nt | -3% | 1 | nt
Cc1cc(Cl)c(S(N)(=O)=O)cc1OCC(N)=O | 3% | 32% | -1% | 2% | -4% | 5% | -3% | 7% | 0% | -10 | 4%
Cc1onc(-c2c(F)cccc2Cl)c1C(=O)NCCc1ccc(S(N)(=O)=O)cc1 | nt | 3% | 3% | -36% | nt | nt | -20% | 7% | nt | -11 | 1%
O=C(Nc1ccccc1N1CCCCC1)c1ccc([N+](=O)[O-])o1 | ? | nt | 8% | -68% | -3% | 0% | nt | nt | -2% | ? | nt
CCOC(=O)c1sc(=NC(=O)/C=C/c2cccs2)n(C)c1C | 10% | ? | -18% | 71% | ? | 18% | -3% | ? | 2.8µM* | 5 | 0%
O=C(c1ccccc1)N1CCN(C(=O)C23CC4CC(CC(C4)C2)C3)CC1 | -4% | 1% | 0% | -4% | 2% | -8% | 4% | 1% | -7% | 3 | -7%
FC(F)(F)c1ccc(Cl)c(NC2=NCCCCC2)c1 | 4% | -23% | 2% | -14% | 1% | 2% | nt | -2% | 2% | 13 | -17%
CCCOc1ccc(C(=O)NNC(=S)NC(=O)c2cccs2)cc1 | 24% | 8.9µM* | -10% | -32% | -4% | ? | 2% | 7.9µM* | 0% | -23 | ?
c1ccc(Cn2nnnc2CN2CCOCC2)cc1 | -3% | -2% | 2% | -14% | -3% | 0% | 4% | -12% | 1% | -13 | 1%
(next part)
SMILES | p53 reactivation | RORg inh | FLuc counter | BRCA1 expr act | NPC1 promoter act | ELG1 genotox | PKM2 activator | VP16 counter | Rab9 prom act | Giardia killer | Menin-MLL TR inh
COc1ccc([C@H]2CC(=O)C=C(c3cccc(C#N)c3)C2)cc1 | ? | nt | 1% | 26% | -3% | -2% | nt | nt | -7% | 13 | nt
Cc1c(Br)c(C(F)(F)F)nn1CC(=O)NCCN1CCOCC1 | ? | 32% | 1% | 3% | 1% | 0% | 13% | 1% | -10% | -22 | -22%
COc1ccc(N2Cc3cccc(C(=O)N4CCOCC4)c3C2=O)cc1 | -1% | -4% | 2% | -8% | -3% | 0% | 1% | 2% | -3% | -1 | 4%
Cc1ccc(S(=O)(=O)N(C)C2(C)CCS(=O)(=O)C2)cc1 (centres undefined) | 1% | -9% | -1% | 0% | -4% | -3% | -5% | 9% | 2% | 3 | 0%
CCc1nnc(NC(=O)Cn2nc(-c3ccc(OC)c(OC)c3)ccc2=O)s1 | -2% | 1% | 1% | 3% | -2% | 11% | -3% | 0% | -5% | 6 | -10%
Cc1cc(NC(=S)Nc2ccc(C)c(Cl)c2)n[nH]1 | 4% | 0.35µM* | 17µM* | ? | ? | ? | 1% | 1µM* | ? | 14 | ?
CC(=O)COC(=O)c1cc(-c2ccc(C)cc2)nc2ccccc12 | 0% | ? | 17µM* | 70% | 16% | 6% | -12% | ? | 24% | -28 | ?
CCc1cc2c(SCC#N)ncnc2s1 | -4% | -42% | -5% | -2% | 1% | -3% | 0% | 4% | -6% | -13 | 12%
Cc1ccc(-n2nc3c(c2NC(=O)CCC2CCCCC2)CS(=O)C3)cc1 (centres undefined) | -5% | 13% | 2% | -5% | -6% | -2% | 14% | 5% | 5% | 8 | 0%
Fc1ccccc1Nc1n[nH]c(=S)s1 | 1% | -37% | ? | 74% | 14% | ? | -4% | 1% | ? | 17 | -8%
CSc1ccc(Cl)c(C(=O)OCC(=O)N2CCN(c3ccccc3)CC2)c1 | -4% | nt | -15% | -16% | -1% | 0% | nt | nt | 2% | -11 | nt
Cc1ccn2c(NC(=O)c3ccco3)c(-c3ccccc3)nc2c1 | 0% | 8% | -12% | -7% | -2% | 3% | 5% | -3% | 0% | -3 | 3%
Cc1cc(N/N=C/c2ccc(N(C)C)cc2)nc(NCc2ccccc2)n1 | -2% | -28% | 11µM* | -25% | 2% | -12% | 1% | -3% | -12% | -10 | nt
CN(C)c1nnnn1-c1cccc(Oc2ncc(C(F)(F)F)cc2Cl)c1 | -2% | 14% | -8% | -10% | -4% | -11% | 1% | -5% | 4% | 0 | -11%
CCc1ccc(S(=O)(=O)NCc2csc(C)n2)cc1 | -1% | 17% | 2% | -15% | 4% | -3% | nt | -9% | -1% | -3 | -13%
CCCNC(=O)COC(=O)c1cc(-c2ccc(OC)cc2)nc2ccccc12 | -3% | 29% | ? | 74% | 11% | 6% | 3% | -7% | 17% | -17 | 12%
CC(C)n1c(=S)[nH]c2c1c(=O)[nH]c(=O)n2C | -4% | 1% | ? | -1% | 0% | -3% | -16% | -3% | 3% | 1 | 7%
CC1CCN(C(=O)c2cc(Cl)ccc2NC(=O)c2ccco2)CC1 | -6% | -3% | -1% | -10% | -2% | -1% | 0% | -18% | -6% | 7 | -26%
COc1cccc(NC(=O)CC(C)=O)c1 | 9% | 17% | 0% | -34% | 4% | 1% | -12% | -4% | 6% | 6 | -3%
COC(=O)CCN1CCC(c2cc(-c3cccc(C(F)(F)F)c3)n[nH]2)CC1 | -4% | -1% | 0% | -23% | -4% | 1% | nt | -3% | -1% | 29 | 3%
CN(C(=O)CSc1nc2cc(Cl)ccc2c(=O)n1Cc1ccco1)C1CCS(=O)(=O)C1 (centres undefined) | 4% | -18% | -4% | -27% | -3% | 2% | 0% | 5% | -5% | 9 | 5%
COc1ccc(NC(=O)CN(C)CC(=O)Nc2cccc3ccccc23)c(OC)c1 | -7% | nt | 1% | -11% | -1% | 0% | nt | nt | -3% | -15 | nt

These rows are one share of the data; rates above refer to the full screens.
